S3 lipid droplet – qHTS Assay for Lipid Storage Modulators in Drosophila S3 Cells. lipid storage change, negative = inhibition, % at the top dose, mostly 46.1 µM; hits show Potency in µM. Drosophila S3 cells, BODIPY lipid droplet fluorescence, 18-24 h; cells fed with added oleic acid. 320,000 tested, 0.64% active. AID 2685; active means well fitted inhibition curve with a large enough effect in the signal ratio, with a control signal flat, not every such curve was filed as active; inconclusive means small, poorly fitted or top-dose-only effect, or effect the other way, or a change in a side signal; the % refers to the signal ratio
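Drosophila S3 cells got compounds at several concentrations plus oleic acid (400 uM solution). Laser-scanning cytometry with 488 nm excitation read lipid droplets at 500-530 nm and cells at 575-640 nm. Percent activity was relative to 20 uM Triacsin C.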
S3 lipid droplet cell count max – further read-out of S3 lipid droplet, marked with its call; cell number change, %; measured here: cell count max response;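 cells counted by Cell Tracker Red CMTPX staining in the red channel; peak over a dose series mostly up to 46.1 µM; percent activity relative to internal control wells on each plate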
* marks the source's active call; other numbers are inactive results; i = inactive; ? = inconclusive; . = not tested or not shown; [ ] = remark or other dose. On the % scale 0 is the no-effect control and ±100 the full control effect; potency means the concentration at half of the fitted maximal effect. This is a subset; the hit share may differ from the screen's.

SMILES	S3 lipid droplet	S3 lipid droplet cell count max
N#Cc1nc(-c2cccc3ccccc23)oc1NCC1CCCO1 (stereo not given)	?	.
O=C(c1cccc(-c2nnc(-c3ccccc3)o2)c1)N1CCCCC1	?	.
CN(C)CCNC(=O)Nc1ccc(F)cc1F	?	.
CC(=O)Nc1ccc(/C=C/c2nc3ccccc3[nH]c2=O)cc1	?	.
COc1ccc(CC(=O)NNc2ncnc3c2cnn3-c2ccc(C)cc2)cc1	15%	10
Cc1ccc(C)c(OCCC(=O)OCC(=O)NC2CCCC2)c1	?	.
CN(C)S(=O)(=O)c1ccc(C(=O)NCC2CC2(Cl)Cl)cc1 (stereo not given)	i	0
COc1cccc(C(=O)NCC(=O)N/N=C(C)\C=C\c2ccccc2)c1	1%	5
COC(=O)c1cccc(NC(=O)c2cccc(N3C(=O)CCC3=O)c2)c1	5%	-6
O=c1c2[nH]cnc2n(-c2cccc(Br)c2)c(=O)n1Cc1ccccc1	?	.
Cc1cccc(Cn2cc(SCC(=O)Nc3nccs3)c3ccccc32)c1	?	.
CCOc1nc(C)ccc1-c1noc(CC)n1	2%	15
CC(C)OC(=O)CC(=O)CSc1nc(-c2ccc(F)cc2)cc(-c2ccccc2)c1C#N	?	.
Cc1ccc2[nH]cc(CCNC(=O)CN3C(=O)c4ccccc4C3=O)c2c1	?	.
COc1cccc(-c2nc(CS(=O)(=O)CC(=O)NC3CCCCCC3)c(C)o2)c1	19%	-5
O=C(NC(Cc1c[nH]c2ccccc12)C(=O)N/N=C/c1ccc(Cl)cc1)c1cccs1 (stereo not given)	?	.
Cc1ccc(Nc2ccc(C(=O)O)cc2[N+](=O)[O-])cc1	27%	4
COc1cc(NS(=O)(=O)c2ccc(C)cc2)c2ncccc2c1	?	.
COC(=O)c1ccc(C2/C(=C(\O)c3ccc(OC)c(C)c3)C(=O)C(=O)N2c2cc(C)on2)cc1 (stereo not given)	8%	0
Cc1ccc(NC(=O)CSCC(=O)Nc2nnc(C3CC3)s2)cc1	?	.
Cc1ccc(NC(=O)c2snc3ccc(Cl)cc23)cc1C	?	.
Cc1cc(NC(=O)c2cccc([N+](=O)[O-])c2)no1	?	.
N=C1SCC(=O)N1c1ccccc1Cl	?	.
CCOc1ncccc1C(=O)NCc1cccc(OC)c1	15%	4
CCOC(=O)c1c(-c2cccc(N)c2)cn2ccccc12	?	.
CCN(CC)CCn1c2c(c(SCC(=O)Nc3cc(OC)cc(OC)c3)nc1=O)CCC2	?	.
COc1cc(CC(=O)O)c([N+](=O)[O-])cc1OC	-14%	4
Cc1cc(C(=O)COc2ccc(F)cc2Br)c(C)n1C1CC1	?	.
CCOC(=O)c1nnc(-c2ccccc2)nc1Sc1ccccc1Cl	?	.
CN(C)CCN1C(=O)C(=O)/C(=C(/O)c2ccc(F)cc2)C1c1ccccc1F (stereo not given)	14%	8

A draw from above in order of count of non-hydrogen atoms, smallest number first:
SMILES	S3 lipid droplet	S3 lipid droplet cell count max
N=C1SCC(=O)N1c1ccccc1Cl	?	.
COc1cc(CC(=O)O)c([N+](=O)[O-])cc1OC	-14%	4
Cc1cc(NC(=O)c2cccc([N+](=O)[O-])c2)no1	?	.
Cc1ccc(Nc2ccc(C(=O)O)cc2[N+](=O)[O-])cc1	27%	4
CCOC(=O)c1c(-c2cccc(N)c2)cn2ccccc12	?	.
Cc1cc(C(=O)COc2ccc(F)cc2Br)c(C)n1C1CC1	?	.
COc1cc(NS(=O)(=O)c2ccc(C)cc2)c2ncccc2c1	?	.
Cc1ccc(NC(=O)CSCC(=O)Nc2nnc(C3CC3)s2)cc1	?	.
O=c1c2[nH]cnc2n(-c2cccc(Br)c2)c(=O)n1Cc1ccccc1	?	.
COC(=O)c1cccc(NC(=O)c2cccc(N3C(=O)CCC3=O)c2)c1	5%	-6
Cc1cccc(Cn2cc(SCC(=O)Nc3nccs3)c3ccccc32)c1	?	.
CN(C)CCN1C(=O)C(=O)/C(=C(/O)c2ccc(F)cc2)C1c1ccccc1F (stereo not given)	14%	8
COc1ccc(CC(=O)NNc2ncnc3c2cnn3-c2ccc(C)cc2)cc1	15%	10
O=C(NC(Cc1c[nH]c2ccccc12)C(=O)N/N=C/c1ccc(Cl)cc1)c1cccs1 (stereo not given)	?	.
CCN(CC)CCn1c2c(c(SCC(=O)Nc3cc(OC)cc(OC)c3)nc1=O)CCC2	?	.
COC(=O)c1ccc(C2/C(=C(\O)c3ccc(OC)c(C)c3)C(=O)C(=O)N2c2cc(C)on2)cc1 (stereo not given)	8%	0

New compounds follow.
SMILES	S3 lipid droplet	S3 lipid droplet cell count max
COc1ccc(CCNC(=O)COc2ccc(S(=O)(=O)NC(C)C)cc2)cc1OC	0%	5
CC(c1ccco1)N(C(=O)C12CC3CC(CC(C3)C1)C2)c1ccccn1 (stereo not given)	-21%	-9
CC1=NCCN1S(=O)(=O)c1ccccc1[N+](=O)[O-]	0%	.
N#CC1(NC(=O)COC(=O)c2ccccc2[N+](=O)[O-])CCCCC1	?	.
COCCCNC(=O)C1CCN(c2nc(C)cc(C)n2)CC1	?	.
CCCN(CC(=O)Nc1ccc(Cl)cc1Cl)C(=O)/C=C/c1cccc([N+](=O)[O-])c1	?	.
COc1cc(NC(=O)CSc2nc3c(c(=O)n(C)c(=O)n3C)n2C)cc(OC)c1	?	.
COC(=O)N1C(=O)[C@](c2ccc(OC)cc2)(C(C)C)N1C(=O)OC	?	.
COc1ccc(CCNc2ccc(N3C(=O)CC(C)C3=O)cc2[N+](=O)[O-])cc1OC (stereo not given)	?	.
Cc1ccc(S(=O)(=O)N(Cc2ccccc2)Cc2ccco2)cc1	?	.
COc1ccc(C(=O)/C=C/c2ccc(N3CCCCC3)c([N+](=O)[O-])c2)c(OC)c1	0%	0
Cc1cc(N2CCCC2=O)c(N)cc1N	23%	12
CN(CC(=O)Nc1ccc(F)cc1)C(=O)C1CCN(C(=O)Nc2ccccc2)CC1	?	.
COC(=O)c1cc(=O)n(Cc2ccc(F)cc2)c(=Nc2ccccc2)s1	-22%	-3
Cc1cc(C)c(NC(=O)COC(=O)/C=C/c2cccs2)c(C)c1	1%	13
Cc1ccc(-c2nc(C(=O)NCC3CCCO3)cc3c2[nH]c2ccccc23)cc1 (stereo not given)	?	.
CCN1CCc2c(sc(NC(=O)c3ccc(S(=O)(=O)N4CCOCC4)cc3)c2C(N)=O)C1	?	.
Cc1ccc(Nc2c(-c3ccco3)nc3nc(C)cc(C)n23)cc1	-1%	.
CCN(CC)C(=O)C(=O)c1c(-c2ccccc2)[nH]c2ccccc12	2%	8
O=C(COC(=O)c1ccc(Br)o1)Nc1ccc(S(=O)(=O)N2CCCC2)cc1	i	.
CC(C)c1ccc(NC(=O)CC2Oc3ccccc3NC2=O)cc1 (stereo not given)	?	.
O=C(O)CCC(=O)Nc1ccccc1N1CCOCC1	3%	3
OCc1ncc(-c2ccccc2)s1	6%	1
CCN(CC)S(=O)(=O)c1cccc(-c2nnc(SCCOc3ccc(Cl)cc3)o2)c1	?	.
CCOc1ccccc1NS(=O)(=O)c1ccc2[nH]c(=O)[nH]c2c1	-19%	-1
CN(Cc1ccon1)C(=O)CC1C(=O)NCCN1CC(C)(C)C (stereo not given)	-4%	-14
O=C1CC(c2ccccc2)CC(O)=C1C=NCc1ccccc1 (stereo not given)	-8%	4
COc1ccc(OC)c(NC(=O)c2cccc(S(=O)(=O)N3CCN(C(C)=O)CC3)c2)c1	-2%	-8
CC(=O)NS(=O)(=O)c1ccc(NC(=O)NC2CCCCC2)cc1	-20%	-2
COc1ccc(CC(=O)Nc2ccc(-c3csc(C)n3)cc2)cc1	i	14
O=C(CCS(=O)(=O)c1ccccc1)Nc1ccc(N2CCOCC2)cc1	?	.
O=C1c2ccc(-c3ccc4c(c3)C(=O)N(CCO)C4=O)cc2C(=O)N1CCO	?	.
CC1CN(Cc2cc(=O)oc3cc(O)ccc23)CC(C)O1 (stereo not given)	?	.
Cc1ccc(CN2C(=O)CCC2C(=O)NCc2ccc3c(c2)OCO3)cc1 (stereo not given)	-1%	3
CCNc1nc(Oc2ccccc2)nc(OC(C)C(=O)OCC)n1 (stereo not given)	-1%	13
O=C(CN1CCCCCC1)N/N=C/c1cccs1	?	.
Cn1cnc(S(=O)(=O)Nc2ccc(C(F)(F)F)cc2)c1	0%	-10
CC(C)NC(=O)Nc1ccc(Br)cc1Cl	-10%	.
CCOC(=O)C1=C(CC)Nc2ccccc2N=C1NC(=O)CCNC(C)=O	-12%	11
Cc1ccc(C(=O)NC(=S)Nc2cccc(NC(=O)c3ccccc3)c2)cc1[N+](=O)[O-]	?	.
COCc1ccc(CN2CCC(n3nccc3NC(=O)C(OC)c3ccccc3)CC2)o1 (stereo not given)	2%	13
O=C(COc1coc(CN2CCc3ccccc32)cc1=O)Nc1ccc([N+](=O)[O-])cc1	-8%[0.0737 µM]	1
CCN1CC=C2C(C#N)=C(N)C(C#N)(C#N)[C@H](c3ccoc3)[C@H]2C1	-5%	-1
O=C(O)c1ccccc1C(=O)NC1CCN(c2nccc(C(F)(F)F)n2)CC1	?	.
O=C(NC1CCCC1)C(c1ccccc1F)N(C(=O)c1ccco1)C1CCCC1 (stereo not given)	-15%	-23
COC(=O)c1ccc(NC(=O)CSc2nnc(C(C)NC(=O)c3ccccc3Cl)n2C)cc1 (stereo not given)	-27%	-1
Cc1ccc2nc3c(c(N)c2c1)CCN3C	?	.
Cc1ccc(C(=O)COC(=O)c2cc(=O)[nH]c3ccccc23)cc1C	10%	7
COc1ccccc1C(=O)NCCC(=O)NCc1cccnc1	6%	-6
Cc1cc(C(=O)CN2C(=O)NC3(CCCc4sccc43)C2=O)c(C)n1-c1ccccc1 (stereo not given)	1%	25

The results go on:
SMILES	S3 lipid droplet	S3 lipid droplet cell count max
N#Cc1ccc(NC(=O)c2cc(-c3cccs3)on2)cc1	?	.
CC1CCN(C(=O)Cn2c(=O)oc3cc(S(=O)(=O)N4CCCCC4)ccc32)CC1	28%	16
NC(=O)CCC(NS(=O)(=O)c1ccc(Cl)cc1)C(=O)NCC1CCCCC1 (stereo not given)	i	0
CCOc1ccc(N2C(=O)CC(SC(=NC)Nc3ccc(F)cc3)C2=O)cc1 (stereo not given)	2%	6
CN(CC(=O)Nc1ccc(F)cc1)C(=O)CCc1nc2ccccc2c(=O)[nH]1	?	.
O=C(COc1ccc(Br)cc1)NC(=S)Nc1ccccc1N1CCOCC1	?	.
CC(C)COc1ccc(C(=O)Nc2ccc(N3CCOCC3)cc2N2CCOCC2)cc1	?	.
O=C(CCNC(=O)c1ccc(Cl)cc1)Nc1cccc(S(=O)(=O)N2CCCCC2)c1	1%	-11
CSc1nc(-c2ccccc2)cc(C)c1C#N	?	.
Cn1nc(C(=O)NCc2cccnc2)c2ccccc2c1=O	?	.

Of the compounds above, 2 contain a CF3 group:
SMILES	S3 lipid droplet	S3 lipid droplet cell count max
Cn1cnc(S(=O)(=O)Nc2ccc(C(F)(F)F)cc2)c1	0%	-10
O=C(O)c1ccccc1C(=O)NC1CCN(c2nccc(C(F)(F)F)n2)CC1	?	.

(list continues)
SMILES	S3 lipid droplet	S3 lipid droplet cell count max
CCOC(=O)c1c(Nc2ccc(Cl)cc2)sc(/C=C2\C=Nc3ccccc32)c1O	?	.
Cc1cc(=O)cc(C)n1-c1ccc(Cl)c(Cl)c1	i	.
CC(=O)Oc1ccccc1C(=O)Nc1ncc([N+](=O)[O-])s1	?	.
COc1cccc(NC(=O)NC2CCCc3ccccc32)c1 (stereo not given)	-2%	-3
O=C(NC1CC1)c1cccc(S(=O)(=O)Nc2ccccc2F)c1	16%	12
CCn1c(CSc2nnc(-c3ccoc3C)n2C)nc2cc(S(=O)(=O)N(C)C)ccc21	?	.
COCC(=O)Nc1nc(-c2ccccc2)ns1	-2%	-6
C/C(=N\NC(=O)c1nn(C)cc1Cl)c1ccncc1	?	.
CCCCCOC(=O)Cn1c(N2CCOCC2)nc2c1c(=O)[nH]c(=O)n2C	?	.
O=C(c1cccs1)n1nc(-c2ccco2)nc1SCc1ccccc1	?	.
Cc1nc(NC(=O)COC(=O)CCc2nc3ccccc3s2)c(Cl)cc1Cl	-1%	9
CC1(C)CC(=O)C=C(Nc2ccccc2O)C1	?	.
O=[N+]([O-])c1ccc(S(=O)(=O)N2CCN(Cc3c[nH]c4ccccc34)CC2)cc1	?	.
Fc1ccc2[nH]c3c(N4CCN(c5ccccc5)CC4)ncnc3c2c1	?	.
CC(=O)N1CCN(CC(=O)Nc2ccccc2Sc2ccc(Cl)cc2)CC1	3%	3
C=CCNc1nc(-c2ccccn2)nnc1-c1ccccc1	?	.
O=C(NCc1cccs1)C1CCCN(c2nc3ccccc3o2)C1 (stereo not given)	-21%	4
CCOC(=O)C1=C(C)NC(C)=C(C(=O)OCC)C1C(=O)OCC(=O)N(CC)C1CCS(=O)(=O)C1 (stereo not given)	?	.
Nc1nc2ncc(-c3ccsc3)c(N)n2n1	-6%	2
CC(=O)Nc1ccc(CN2CCCCCCC2)cc1	4%	-9
Cc1ccc(NS(=O)(=O)c2cccc(C(=O)NCC(c3cccs3)N3CCOCC3)c2)cc1 (stereo not given)	?	.
Cc1cc(C(F)(F)F)c(C#N)c(SCC(=O)NC(C)(C)C)n1	i	-21
COc1cc(O)c(C(CCN2CCCC2)c2ccc(N(C)C)cc2)c(OC)c1 (stereo not given)	9%	9
O=C(c1ccccc1Cl)N1N=C(c2ccc(Br)cc2)CC1c1nc2ccccc2[nH]1 (stereo not given)	-24%	10
O=C(CSc1nc2[nH]ncc2c(=O)[nH]1)N1CCCC1	1%	1
COC(=O)c1c2c(nc3ccccc13)CCC2	?	.
CCc1c(C)sc2nc3c(C(=O)N4CCOCC4)cc(C(=O)c4cc(F)ccc4O)cn3c(=O)c12	i	.

Bioassay records deposited in PubChem by National Center for Advancing Translational Sciences (NCATS).
